High-throughput results: PubChem BioAssay, Sanford-Burnham Center for Chemical Genomics
MKP-3 inhibition: MKP-3 phosphatase inhibitors, primary screen, biochemical, rat enzyme, in vitro (AID 425). Dual specificity protein phosphatase 6 (Rattus norvegicus). one-dose inhibition, % at 20 µM; IC50 in µM for titrated hits. actives 0.17% (n = 110,000). recombinant MKP-3 phosphatase activity, fluorescence; higher % means a stronger effect; in the data active means inhibition above about 50%;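 further: plate controls were vehicle for no effect and reference inhibitor for full effect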
Hsp70 displacement: Hsp70 inhibitors, probe displacement, primary screen, biochemical, fluorescence polarization (AID 583); one-dose displacement, % at 20 µM; IC50 in µM for titrated hits; actives 0.06% (n = 140,000); Hsp70 fluorescence polarization probe displacement, mP; higher % means a stronger effect; Heat shock 70 kDa protein 1A (Homo sapiens); in the data active means displacement above about 50%;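 further: plate controls were vehicle for no effect and reference ligand for full effect; a part of the inactive calls stands beside numbers as strong as those of hits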
Starred values were filed as active, the others as inactive; / = no result given; & = joins results of further samples.

SMILES	MKP-3 inhibition	Hsp70 displacement
Cc1cc2cc(C(c3nnnn3Cc3ccco3)N3CCCCC3)c(=O)[nH]c2cc1C (stereo not given)	/	3.1%
CCCCCCc1nc2ccccc2c(=O)n1NC(=O)c1c(O)c2cccc3c2n(c1=O)CCC3	/	0.7%
COc1ccc(OCCCOc2ccc(Cl)c(C)c2)cc1	-15.2%	-1.4%
COc1ccccc1C(=O)NCc1ccncc1	-0.9%	-3.6%
O=C(Nc1cccnc1)c1ccccc1Br	2.9%	-6.0%
COC(=O)Cc1c(C)c2ccc(OCC(=O)N(C)C)cc2oc1=O	/	-2.6%
Cc1cc(C(=O)COC(=O)CCc2nc3ccccc3s2)c(C)n1C	-4.0%	-2.2%
CCCc1cc(=O)[nH]c(SC(CC)C(=O)Nc2ccccc2C#N)n1 (stereo not given)	-9.0%	2.3%
Cn1c(SCc2ccccc2Cl)nc2ccccc21	/	-0.4%
O=[N+]([O-])c1ccc(N2CCN(S(=O)(=O)c3ccccc3)CC2)c(C(F)(F)F)c1	4.7%	-1.3%
C=C(C)CSc1nc2c(c(=O)[nH]c(=O)n2C)n1CCC(C)C	-8.2%	0.7%
O=C(CSc1ncccc1C(=O)O)NCCC1=CCCCC1	1.9%	2.1%
Fc1ccc(-c2nnc(CSc3nnc(-c4cccs4)o3)o2)cc1	/	-2.1%
CCOC(=O)C1=C(C)N=c2s/c(=C\c3ccc(C(C)=O)cc3)c(=O)n2C1c1ccccc1 (stereo not given)	1.0%	0.8%
CCCS(=O)(=O)N1CCCC(C(=O)N2CCN(C(=O)OCC)CC2)C1 (stereo not given)	0.5%	-1.1%
Cc1cc2cc(CCNC(=O)c3ccc(S(=O)(=O)N4CCOCC4)cc3)c(=O)[nH]c2cc1C	-0.3%	-5.3%
COC(=O)c1ccc(C(=O)OC)c(NC(=O)CSc2cccc[n+]2[O-])c1	/	1.9%
CCOc1ccc2[nH]c(=O)c(CN(Cc3ccco3)C(=O)c3ccc(Br)cc3)cc2c1	1.5%	4.2%
COc1cc(CN2CCN(S(C)(=O)=O)CC2)cc(OC)c1O	1.1%	-5.9%
COc1cc(-c2cc(C(F)(F)F)n3ncc(C(=O)O)c3n2)cc(OC)c1OC	-1.0%	2.1%
CCCC(=O)N=c1sc2cccc(F)c2n1C	-2.6%	-2.4%
Nc1nonc1-c1noc(COc2ccccc2Cl)n1	-3.4%	-4.8%
O=C1c2ccccc2NC(c2ccc(Br)cc2)N1Cc1ccco1 (stereo not given)	2.9%	-2.3%
O=C(O)c1ccccc1C(=O)c1cccs1	-4.5%	-0.1%
CCCCS/C(N)=N/N=C/c1cc(C)ccc1O	/	-2.0%
New compounds follow:
SMILES	MKP-3 inhibition	Hsp70 displacement
CCOc1ccc(-c2nc(N)nc(C)c2-c2ccc(OC)c(OC)c2)c(O)c1	0.4%	10.1%
CC(C)=NNc1nc2ccccc2s1	-0.4%	-3.4%
CCC(C)NC(=O)C1CCN(C(=O)N(C)C)CC1 (stereo not given)	3.2%	5.5%
Cc1ccc2[nH]c(-c3cccc(N)c3)cc2c1	-4.4%	-3.4%
CCOCCCNS(=O)(=O)c1ccc(-n2cnnn2)c(OC)c1	/	2.5%
O=C1CC(Nc2ccc(N3CCOCC3)cc2)C(=O)N1C1CCCCC1 (stereo not given)	/	6.1%
CN1CCN(c2nc(NCCOC34CC5CC(CC(C5)C3)C4)nc(OCC(F)(F)F)n2)CC1	-0.8%	-8.7%
CCOc1ccc(-n2c(=O)[nH]cc(C(=O)N3CCCc4ccccc43)c2=O)cc1	8.5%	2.3%
CCCCC(=O)Nc1ccc(NC(=O)c2cc(OC)c(OC)c(OC)c2)cn1	1.6%	0.6%
COc1ccc(N2CCC(CNC(=O)Nc3ccc(C)c(C)c3)C2)cc1 (stereo not given)	-7.4%	0.2%
COc1cc(OC)c(C2C(C(=O)O)c3ccccc3C(=O)N2C)cc1OC (stereo not given)	18.6%	-2.3%
CCOC(=O)N1CCN(S(=O)(=O)c2ccc(C)cc2)C1c1ccc(OC)cc1 (stereo not given)	3.3%	1.8%
CCCCSc1nc2c(=O)[nH][nH]c(=O)c2n1Cc1ccccc1	/	0.8%
O=C(CCCN1C(=O)c2ccccc2C1=O)NC1=NCCS1	-4.1%	4.7%
Cc1ccc(-n2cnc3c(sc4nccc(N(C)C)c43)c2=O)cc1	-6.1%&2.3%	-5.4%&-10.3%
CC(=O)NS(=O)(=O)c1ccc(NC(=O)c2ccc([N+](=O)[O-])cc2)cc1	-0.7%	6.8%
O=C1C(=O)N(c2cccc(Cl)c2)C(c2cccc([N+](=O)[O-])c2)/C1=C(\O)c1ccccc1 (stereo not given)	2.1%	4.0%
CCOC(=O)c1c(NC(=O)c2ccc(C)o2)sc(C(C)=O)c1C	3.3%	1.1%
Cc1nc2cc(-c3ccc(F)cc3)[nH]n2c(=O)c1C	2.3%	-2.9%
Cc1ccc(CN2CCN(CC(=O)N3CCc4ccccc4C3)C2=O)cc1	5.8%	/
Cc1nn(-c2ccccc2)c2sc(C(=O)N(C)c3ccccc3)cc12	-2.6%	3.2%
CC12C(=O)C(C)(C(c3ccccc3)=C1c1ccccc1)C1C(=O)N(c3ccc([N+](=O)[O-])cc3)C(=O)C12 (stereo not given)	0.4%	-5.2%
O=C(c1ccc(O)cc1)c1ccc(Cl)cc1	7.5%&0.2%	4.0%
Cc1nn(C)c2[nH]c(C(F)(F)F)cc(=O)c12	-0.7%	2.1%
Cc1nc2c(-c3ccccc3)c(C)[nH]n2c(=O)c1Cl	-4.6%	2.7%

Reprinted from the part before: 6 compounds, followed by the next part.
SMILES	MKP-3 inhibition	Hsp70 displacement
Cc1ccc(CN2CCN(CC(=O)N3CCc4ccccc4C3)C2=O)cc1	5.8%	/
Cc1nn(-c2ccccc2)c2sc(C(=O)N(C)c3ccccc3)cc12	-2.6%	3.2%
CC12C(=O)C(C)(C(c3ccccc3)=C1c1ccccc1)C1C(=O)N(c3ccc([N+](=O)[O-])cc3)C(=O)C12 (stereo not given)	0.4%	-5.2%
O=C(c1ccc(O)cc1)c1ccc(Cl)cc1	7.5%&0.2%	4.0%
Cc1nn(C)c2[nH]c(C(F)(F)F)cc(=O)c12	-0.7%	2.1%
Cc1nc2c(-c3ccccc3)c(C)[nH]n2c(=O)c1Cl	-4.6%	2.7%
CCOc1ccc(NC(=O)c2ccccc2NC(=O)c2ccccc2Cl)cc1	-4.1%	3.1%
Cc1onc(-c2c(F)cccc2Cl)c1C(=O)Nc1ccc(Br)cc1	1.6%	-2.7%
CC1=C(C(=O)Nc2ccc(C)cc2)C(c2ccc(O)cc2)NC(=S)N1 (stereo not given)	0.0%	-0.1%
Cc1oc(C(=O)O)cc1COc1ccc2c(C)cc(=O)oc2c1	1.7%	4.0%
O=C(O)CSCC(=O)Nc1cccc2ccccc12	2.1%	0.7%
O=S(=O)(c1ccccc1)N(C1=NCCS1)S(=O)(=O)c1ccccc1	-2.6%	-3.2%
O=C(CCCn1c(=O)[nH]c2cc(Cl)ccc2c1=O)NCCCN1CCCC1=O	-8.4%	/
Cc1cc(C(F)(F)F)c2c(N)c(C(=O)Nc3cc(C)on3)sc2n1	2.3%	5.3%
Cn1c(SCC(=O)NCc2ccccc2)nnc1-c1ccc(NC(=O)CCc2ccccc2)cc1	/	-1.0%
Cn1c(=S)[nH]c2ccccc21	/	-3.6%
COc1ccc(C(=O)NC(=S)N2CCSCC2)cc1	2.2%	4.5%
CCOC(=O)N1CCN(C(=O)c2cn(CC(C)C)c(=O)c3c2c2ccccc2n3C)CC1	-2.7%	-0.5%
O=c1c2ccccc2n2nnnc2n1-c1ccccc1	-2.8%	-0.9%
CCOC(=O)c1sc(NC(=O)/C=C/c2cccs2)c(C(=O)OCC)c1C	0.9%	-1.8%
O=C(NCc1ccc(F)cc1)N[C@@H](Cc1ccccc1)C(=O)O	-13.5%	2.2%
CC(C)c1ccc(C(=O)N2CCN(CCO)CC2)cc1	-11.7%	-0.4%
O=C(CSc1nc(N2CCCCC2)nc(N2CCCCC2)n1)N1CCN(c2ccccc2)CC1	-16.2%	9.0%
CN(CP(=O)(O)C(O)c1ccccc1)S(C)(=O)=O (stereo not given)	-14.2%&2.6%	2.4%&-1.1%
CC(O)c1cccc(NC(=O)c2cnn3c2NC(c2ccco2)CC3C(F)(F)F)c1 (stereo not given)	-0.1%	-0.8%
CCOc1ccc(NC(=O)c2c(NC(=O)c3ccc([N+](=O)[O-])cc3)sc3c2CCC3)cc1	0.9%	-0.2%
CCCCc1cc(=O)oc2c(CN(C)C)c(O)ccc12	-0.3%	0.6%
C=CCSc1nc(-c2ccccc2)c(C#N)c(=O)[nH]1	/	5.2%
CCOC(=O)CCc1c(C)c2ccc(OCc3nn[nH]n3)c(C)c2oc1=O	5.4%	6.0%
Brc1ccc(-c2noc(C(c3ccccc3)c3ccccc3)n2)cc1	3.7%	-3.3%
NC(=O)c1c(NC(=O)c2cc3ccccc3o2)sc2c1CCC2	-6.6%	-6.5%
Carrying on:
SMILES	MKP-3 inhibition	Hsp70 displacement
COc1cccc(C(=O)NCc2nnc(SCC(=O)Nc3nccs3)n2-c2ccccc2)c1	-7.0%	0.2%
C#CCN1CC(C)/C(=N/O)CC1C (stereo not given)	-4.9%	-0.1%
COc1cc(OC)c(OC)cc1CNc1cccc(C)c1	3.7%	1.0%
Cc1nn(-c2ccccc2)c2c1C(c1c(Cl)cccc1Cl)C(C#N)=C(N)O2 (stereo not given)	2.8%	-3.8%
Cc1c(NC(=O)c2ccc(-c3cccc(Cl)c3)o2)cccc1-c1nc2ncccc2o1	1.7%	-1.3%
COc1ccccc1C(=O)N1CCCC(c2nc(-c3cc(OC)c(OC)c(OC)c3)no2)C1 (stereo not given)	-6.2%	5.9%
COc1cc(OC)cc(C(=O)N(Cc2nc(-c3cccc(C)c3)no2)C(C)C)c1	0.2%	/
COc1ccc(OC)c(-c2oc3ccccc3c(=O)c2O)c1	-3.2%	2.8%
CCC(C)(C)n1nnnc1C(c1ccc2ncccc2c1)N1CCN2CCCC2C1 (stereo not given)	-12.5%	3.6%
O=C(N1CCCCC1)N1CCN(c2ccc(Cl)cc2)CC1	-9.5%	1.8%
COc1ccc(S(=O)(=O)N2CCN(Cc3ccc(F)cc3)CC2)cc1	-1.6%	0.8%
COc1ccc(C2C(C#N)=C(N)Oc3cc(N)ccc32)cc1 (stereo not given)	-1.5%	1.1%
COCc1cc(=O)[nH]c(Nc2nc(C)c3cc(OC)ccc3n2)n1	/	3.5%
COc1ccc(CCNC(=O)CN2CCN(S(=O)(=O)c3ccc(Cl)cc3)CC2)cc1OC	/	-3.7%
CCOc1cccc(CN2CCN(c3cccc(C(F)(F)F)c3)CC2)c1O	-9.6%	-0.9%
COc1ccc(CNc2oc(Cc3cccc4ccccc34)nc2C#N)cc1	-12.3%	1.5%
O=C(NC1CCN(Cc2ccccc2)CC1)c1cc(-c2ccccn2)nc2ccccc12	/	-1.7%
O=C1CSc2nc3ccccc3n21	/	-2.5%
NC1(N)OC(CN2C(=O)c3ccccc3C2=O)CS1 (stereo not given)	-6.6%	-1.9%
CCSc1nnc(NC(=O)C2Cc3ccccc3CN2C(=O)c2ccco2)s1 (stereo not given)	-1.9%	3.8%
O=C(Nc1ccc(-c2nc3cccnc3s2)cc1)c1ccco1	-2.9%	-7.2%
NC(=O)C1CCN(C(=O)c2ccc([N+](=O)[O-])cc2)CC1	-4.6%	-1.6%
CN(C(=S)NC1=CCS(=O)(=O)C1)C1CCCCC1	/	2.3%
Cc1ccccc1CNC(=O)Nc1cccs1	0.9%	1.6%
COc1ccc(S(=O)(=O)Nc2ccc(S(N)(=O)=O)cc2)cc1	2.6%	-4.6%

Arranged by value in MKP-3 inhibition (lowest first): 4 from the list above
SMILES	MKP-3 inhibition	Hsp70 displacement
O=C(Nc1ccc(-c2nc3cccnc3s2)cc1)c1ccco1	-2.9%	-7.2%
CC(O)c1cccc(NC(=O)c2cnn3c2NC(c2ccco2)CC3C(F)(F)F)c1 (stereo not given)	-0.1%	-0.8%
O=C(Nc1cccnc1)c1ccccc1Br	2.9%	-6.0%
O=[N+]([O-])c1ccc(N2CCN(S(=O)(=O)c3ccccc3)CC2)c(C(F)(F)F)c1	4.7%	-1.3%

Continued.
SMILES	MKP-3 inhibition	Hsp70 displacement
COc1ccc(C(=O)/C=C/c2cccc(OC)c2OC)cc1	4.5%	5.3%
Cc1ccc(Cl)cc1-n1c(=O)cc(N2CC(C)OC(C)C2)[nH]c1=O (stereo not given)	5.9%	8.3%
COc1ccc(N2C(=O)/C(=C\c3cccc(OC(=O)c4ccco4)c3)SC2=S)cc1	-0.8%	-2.3%
CCOc1ccc(Cl)cc1S(=O)(=O)N1CCCC1	4.8%	0.2%
C=C(C)CN(CC)c1nc(N)c(C#N)c(CC#N)c1C#N	-7.9%	-10.9%
COCc1nnc(NC(=O)c2cc(Cl)ccc2OC)s1	4.6%	-1.6%
COc1ccc(OC)c(S(=O)(=O)Nc2cc(Cl)cc(Cl)c2)c1	-4.9%	-2.1%
CCOC(=O)C1CCN(Cn2nc(-c3ccc(C)cc3)oc2=S)CC1	2.0%	2.6%
N/C(=N\OC(=O)c1ccc(I)cc1)c1cccnc1	-1.4%	2.0%
O=C(CCSc1nnc(-c2ccco2)o1)Nc1ccccc1	-4.7%	-1.1%
CCc1c(C)sc(NC(=O)c2cccnc2)c1C(N)=O	0.4%	4.2%
Cc1ccc(OCc2nc(C#N)c(N3CCN(Cc4ccccc4)CC3)o2)cc1	-0.5%	-7.6%
CCCCOC(=O)COc1ccc2c3c(c(=O)oc2c1C)CCC3	5.3%	-6.0%
COC(=O)c1cc(NCc2ccc3c(c2)OCO3)ccc1N1CCOCC1	-6.3%	5.3%

Compound profiles, as listed above.
COc1ccc(N2C(=O)/C(=C\c3cccc(OC(=O)c4ccco4)c3)SC2=S)cc1 in the list: MKP-3 inhibition: -0.8%; Hsp70 displacement: -2.3%
CCOc1ccc(Cl)cc1S(=O)(=O)N1CCCC1 in the list: MKP-3 inhibition: 4.8%; Hsp70 displacement: 0.2%

A portion of the library; the hit share may differ from the screen's.
